From PubChem BioAssay
KCNQ1 act = potentiators or activators of KCNQ1 channel, primary screen, cell-based, thallium flux, high-throughput. Potassium voltage-gated channel subfamily KQT member 1 (Homo sapiens), P51787. CHO-K1 KCNQ1, thallium flux FluxOR fluorescence; hits give high values. B-score at 10 µM. 310,000 compounds, 0.35% hits. AID 2648, 2010;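 active means fluorescence ratio B-score, a plate-corrected score, at least three library SD, with initial intensity B-score within 5 SD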
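Medium – assay buffer, equal DMSO in all wells · Material – CHO-K1 cell line with stable KCNQ1 potassium channel expression · Signal – kinetic FluxOR thallium fluorescence, 10-s 1-Hz baseline, 110-s post-stimulus read · Compound – single concentration per compound, DMSO matched to controls · Schedule – 37 °C overnight plating, 90-min dark dye load, 20-min compound pretreatment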
TMEM16A act = TMEM16A chloride channel activators or potentiators, primary screen, cell-based, HTS; 340,000 compounds, 0.3% hits; Anoctamin-1 (Mus musculus), Q8BHY3; HEK293 TMEM16A/YFP-H148Q/I152L, iodide quench fluorescence; hits give low values; AID 623877, 2012; B-score at 10 µM;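 active means fluorescence-ratio B-score plate-corrected deviation score at least 3 library SD below zero, with starting fluorescence score within 5 deviations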;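 further: channel opened by trigger with iodide after compound preincubation; score built on the fluorescence ratio of max minus min over baseline; more negative score means more quench and so TMEM16A activation or potentiation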
RGS4 pot = RGS4 potentiators or activators, primary screen, cell-based, HEK293 M3R inducible RGS4, calcium flux; carbachol calcium flux Fluo4; hits give low values; 310,000 compounds, 0.92% hits; B-score at 10 µM;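 active means B-score of the integrated calcium signal more than 4 SD below the library mean, with starting fluorescence not abnormally high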;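 further: negative B-score means reduced calcium response which marks RGS4 activation or potentiation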
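Detection: kinetic calcium fluorescence imaging with Fluo4-AM dye, 2 µM / Material: HEK293 cells with stable M3R and inducible RGS4 / Schedule: recording 10 s baseline at 1 Hz, 100 s post-agonist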
KCNK3 inh = human KCNK3 channel inhibitors, primary screen, CHO cells, FluxOR thallium flux, B-score. FluxOR fluorescence; hits give low values. B-score at 10 µM. 340,000 compounds, 0.84% hits;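 active means B-score under library mean minus 4 SD, starting fluorescence ratio at most library mean plus 5 SD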;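 further: more negative B-score means stronger inhibition of thallium flux through KCNK3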
Target sequence (O14649 whole entry, looked up): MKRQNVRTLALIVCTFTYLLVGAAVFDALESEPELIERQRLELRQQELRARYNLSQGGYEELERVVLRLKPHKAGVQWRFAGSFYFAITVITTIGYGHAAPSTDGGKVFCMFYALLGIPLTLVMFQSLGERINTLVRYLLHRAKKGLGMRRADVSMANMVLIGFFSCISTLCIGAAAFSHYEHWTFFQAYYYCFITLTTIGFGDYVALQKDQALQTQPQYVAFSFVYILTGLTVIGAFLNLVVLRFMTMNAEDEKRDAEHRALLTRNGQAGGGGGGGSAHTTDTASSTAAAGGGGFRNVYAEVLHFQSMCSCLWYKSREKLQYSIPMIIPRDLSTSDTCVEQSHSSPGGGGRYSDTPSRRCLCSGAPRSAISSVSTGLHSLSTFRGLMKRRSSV
KCNK9 inh = KCNK9 potassium channel inhibitors, primary screen, HEK293 cells, thallium flux; Potassium channel subfamily K member 9 (Homo sapiens), Q9NPC2; FluxOR thallium flux fluorescence; hits give low values; B-score at 10 µM; 310,000 compounds, 1.2% hits; AID 488922, 2010;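 active means ratio B-score over 3 SD below the library mean, with starting fluorescence within 5 SD of its mean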;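 further: negative B-score means less thallium flux so channel inhibition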
MrgX1 allo act = positive allosteric modulators of MrgX1, primary screen, HEK293 cells, Fluo-4 calcium flux | Mas-related G-protein coupled receptor member X1 (Homo sapiens), Q96LB2 | FDSS; hits give high values | B-score at 10 µM | 310,000 compounds, 0.63% hits;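 active means plate-corrected calcium response at least 3 library SD above typical, normal starting fluorescence, not activating the receptor alone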;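 further: compound read alongside a low EC10 to EC30 dose of BAM8-22 agonist; peak minus trough fluorescence over baseline measured at the second addition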
Target sequence (Q96LB2 whole entry, looked up): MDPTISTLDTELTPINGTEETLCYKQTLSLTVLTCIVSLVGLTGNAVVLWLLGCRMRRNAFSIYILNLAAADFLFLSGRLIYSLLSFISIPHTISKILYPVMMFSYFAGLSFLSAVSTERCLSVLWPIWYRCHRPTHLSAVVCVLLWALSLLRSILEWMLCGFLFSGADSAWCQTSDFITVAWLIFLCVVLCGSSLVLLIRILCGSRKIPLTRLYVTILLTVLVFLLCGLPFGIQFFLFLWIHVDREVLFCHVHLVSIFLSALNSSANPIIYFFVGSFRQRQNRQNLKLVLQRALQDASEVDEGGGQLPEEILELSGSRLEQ
MrgX1 agonist = agonists of human MrgX1 receptor, primary screen, HEK293 cells, Fluo-4 calcium flux; Fluo-4 calcium fluorescence, agonist mode; hits give high values; B-score at 10 µM; 310,000 compounds, 0.44% hits; AID 588627, 2011;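 active means calcium response B-score plate-corrected fluorescence ratio at least 3 library SD, with starting fluorescence B-score inside 5 SD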
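Test system: Stable human MrgX1 HEK293 cell line | Schedule: Overnight plating before 1 h dye loading | Read-out basis: Baseline-normalised fluorescence change ratio, B-scored | Detection: Kinetic calcium dye fluorescence, Fluo-4 NW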
RGS4 inh = RGS4 inhibitors, primary screen, cell-based, HEK293 M3R inducible RGS4, calcium flux; Regulator of G-protein signaling 4 (Homo sapiens), P49798; Fluo-4 calcium flux; hits give high values; triggered by carbachol at its EC20; B-score at 10 µM; 310,000 compounds, 0.45% hits; AID 463165, 2010;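 active means B-score, a plate-corrected calcium signal, over three deviations above library mean, with baseline fluorescence within five deviations of library mean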;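 further: RGS4 expression induced by doxycycline in cells with stable M3 receptor; B-score is computed from the integrated fluorescence ratio over baseline after carbachol; higher B-score means a larger calcium signal and so more RGS4 inhibition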
Target sequence (P49798 whole entry, looked up): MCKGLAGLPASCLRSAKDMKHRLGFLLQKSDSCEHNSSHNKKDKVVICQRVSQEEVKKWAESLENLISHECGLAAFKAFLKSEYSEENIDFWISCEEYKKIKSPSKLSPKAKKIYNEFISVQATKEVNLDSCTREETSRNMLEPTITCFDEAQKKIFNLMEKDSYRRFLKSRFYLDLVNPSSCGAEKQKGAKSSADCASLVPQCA
hERG protect = hERG rescue from dofetilide block, primary screen, cell-based, CHO-hERG, FluxOR thallium flux, dofetilide IC70. Voltage-gated inwardly rectifying potassium channel KCNH2 (Homo sapiens), Q12809. dofetilide IC70 present. activation (rescue from dofetilide block), less the hit threshold, % at 10 µM. 310,000 compounds, 0.51% hits. AID 1511, 2009;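 active means activation above the mean of controls blocked by dofetilide plus 5 SD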;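 further: thallium influx through hERG after potassium depolarization seen as dye fluorescence rise; in these data hits start at about 4.7%; inactives centre near -7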
KCNQ1 inh = inhibitors of human KCNQ1 channel, primary screen, cell-based, thallium flux, high-throughput; 310,000 compounds, 1.3% hits; CHO-K1 KCNQ1, FluxOR thallium flux fluorescence; hits give high values; AID 2642, 2010; B-score at 10 µM;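 active means compounds whose thallium flux B-score, printed positive for inhibition, exceeds three library SD while starting fluorescence stays within three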;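 further: channel opened by potassium depolarization with thallium stimulus after 20 min compound exposure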
ANO1 block = TMEM16A chloride channel inhibitors, primary screen, cell-based, HTS | Anoctamin-1 (Mus musculus), Q8BHY3 | HEK293 TMEM16A/YFP iodide influx fluorescence, ionomycin | normalized B-score (activity score, 25-100; higher = stronger inhibition) at 10 µM | 310,000 compounds, 1.2% hits | AID 588511, 2011;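 active means ratio plate-corrected score three or more library SD toward inhibition, starting fluorescence score within five deviations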;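 further: score derived from kinetic fluorescence span divided by baseline fluorescence per well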
The depositor's hits bear a star; i = inactive; . = not tested or not shown.

item	compound	KCNQ1 act	TMEM16A act	RGS4 pot	KCNK3 inh	KCNK9 inh	MrgX1 allo act	MrgX1 agonist	RGS4 inh	hERG protect	KCNQ1 inh	ANO1 block
1	O=C(c1ccc(S(=O)(=O)c2ccc(F)cc2)c([N+](=O)[O-])c1)N1CCCCCC1	i	i	i	i	i	i	i	i	-20.0	i	i
2	CCOC(=O)C1CCCN(CC(=O)Nc2c(C(=O)OC)[nH]c3ccc(Br)cc23)C1 (configuration not stated)	i	i	i	i	i	i	i	i	-2.4	i	i
3	CCc1ccccc1NC(=O)CN(C)C(=O)CSc1nn(-c2ccc(F)cc2)c(=S)s1	i	i	i	i	i	i	i	i	-13.7	i	i
4	CCCN(CCC)S(=O)(=O)c1cc(Br)cc2c1N(C(=O)CC)CC2	i	i	i	i	i	i	i	i	-12.9	i	i
5	CCN(CC)S(=O)(=O)c1cc(C(=O)Nc2cc(C)on2)ccc1Cl	i	i	i	i	i	i	i	i	-1.2	i	i
6	CCC(CC)NC(=O)c1ccc(Cl)cc1	i	i	i	i	i	i	i	i	-5.2	i	i
7	CCOc1ccccc1N(CC(=O)NC1CCCC1)C(=O)CNC(=O)c1cccs1	i	i	i	i	i	i	i	i	-3.7	i	i
8	O=C(NCc1ccccc1)c1ccc2nnsc2c1	i	i	i	i	i	i	i	i	-9.8	i	i
9	COc1ccc(-n2cc(C#N)c(=O)n(Cc3ccc(F)cc3)c2=O)cc1	i	i	i	i	i	i	i	i	-1.7	i	i
10	COc1ccc(CNC(=O)CN2C(=O)NC(C)(c3ccc(C(C)(C)C)cc3)C2=O)cc1 (configuration not stated)	i	i	i	i	i	i	i	i	-9.1	i	i
11	CCNC(=S)Nc1ccc(Cl)cc1	i	i	i	i	i	i	i	i	-9.1	i	i
12	Cc1ccc(C(=O)N/N=C(\CC(C)C)c2ccccc2)cc1	i	i	i	i	i	i	i	i	-8.0	i	i
13	CCOC(=O)/C(=C\c1ccc(Cl)cc1)c1nc2sc(C)c(C)c2c(=O)[nH]1	i	i	i	i	i	i	i	i	-9.1	i	25*
14	COc1cccc(C2CC(c3ccc(C)cc3)Nc3nc(N)nn32)c1 (configuration not stated)	i	i	i	i	i	i	i	i	-6.5	i	i
15	CO/N=C/c1cc([N+](=O)[O-])ccc1Sc1ccc(C)cc1	i	i	i	i	i	i	i	i	-6.8	i	i
16	C=CCOc1c(CNC2CCCC2)cc(Cl)cc1OC	i	i	i	i	i	i	i	i	-13.5	i	i
17	CCOC(=O)c1ccc(NS(=O)(=O)c2cc3c4c(c2)CCN4C(=O)CC3)cc1	i	i	i	i	i	i	i	i	-10.4	i	i
18	COC(=O)COc1ccccc1C(=O)Nc1ccc(OC)cc1	i	i	i	i	i	i	i	i	-9.0	i	i
19	Cc1nonc1NC(=O)c1ccc(Cl)c(S(=O)(=O)N2CCCCC2)c1	i	i	i	i	i	i	i	i	-6.7	i	i
20	CCN(Cc1ccccc1)S(=O)(=O)c1cn(C)cn1	i	i	i	i	i	i	i	i	-9.5	i	i
21	O=C1C(c2ccc(F)cc2)N(C2CCCCC2)C(=O)CN1C1CCCC1 (configuration not stated)	i	i	i	i	i	i	i	i	-11.1	i	i
22	Cc1cccc(C)c1NC(=O)CS(=O)CC(=O)NCC1OCCc2ccccc21 (configuration not stated)	i	i	i	i	i	i	i	i	0.4	i	i
23	CC(C)C[C@H](NC(=O)NCc1ccc(Cl)cc1)C(=O)O	i	i	i	i	i	i	i	i	-3.7	i	i
24	CC1Cc2ccccc2N1C(=O)COc1cccc(-n2cnnn2)c1 (configuration not stated)	i	i	i	i	i	i	i	i	-9.3	i	i
25	CC(C)C(c1nnnn1Cc1cccs1)N1CCN(C(=O)c2ccco2)CC1 (configuration not stated)	i	i	i	i	i	i	i	i	-12.7	i	i
26	COc1ccc(NC(=S)NC23CN4CN(CN(C4)C2)C3)c(OC)c1	i	i	i	i	i	i	i	i	-8.7	i	i
27	CN1C(=O)/C(=C2\SC(N)=NC2=O)c2ccccc21	i	i	i	i	i	i	i	i	-5.5	i	i
28	CC1CCCC(C)N1C(=O)COc1ccc([N+](=O)[O-])cc1Cl (configuration not stated)	i	i	i	i	i	i	i	i	-9.6	i	i
29	CNC(=O)c1ccc(Nc2nnc(-c3ccc(C(N)=O)cc3)c3ccccc23)cc1	i	i	i	i	i	i	i	i	-9.4	i	i
30	COc1cccc(/C=N/Nc2nn3cnnc3c3ccccc23)c1O	i	i	i	i	i	i	i	i	-10.4	i	i

Continued.
item	compound	KCNQ1 act	TMEM16A act	RGS4 pot	KCNK3 inh	KCNK9 inh	MrgX1 allo act	MrgX1 agonist	RGS4 inh	hERG protect	KCNQ1 inh	ANO1 block
31	Cc1cc(=O)[nH]c(SCC(=O)Nc2ccc(C(=O)O)cc2)n1	i	i	i	i	i	i	i	i	-1.1	i	i
32	O=C(Cc1cscn1)c1ccc(O)cc1O	.	i	.	i	.	i	i	.	.	.	i
33	CCC(C(=O)NC1CCCCC1)n1c(SCc2cccc(C)c2)nc2ccncc21 (configuration not stated)	i	i	i	i	i	i	i	i	-11.5	i	i
34	NS(=O)(=O)c1ccc(NC(=O)C2C3C=CC(C3)C2C(=O)O)cc1 (configuration not stated)	i	i	i	i	i	i	i	i	-2.1	i	i
35	COc1ccc(-c2csc(NC(=O)CC(C)C)n2)cc1	i	i	i	i	i	i	i	i	-5.4	i	i
36	O=C(COC(=O)CC12CC3CC(CC(Br)(C3)C1)C2)NC(=O)NCc1ccco1	i	i	i	i	i	i	i	i	-6.2	i	i
37	CC1(C)Cc2c(sc(NC(=O)c3ccccc3Cl)c2C(=O)O)CO1	i	i	i	i	i	i	i	i	-5.8	i	i
38	CCC(C)NC(=O)Cn1c(=O)sc2ccccc21 (configuration not stated)	i	i	i	i	i	i	i	i	-6.1	i	i
39	Cn1c(=O)cc(SCC(=O)NCC2CCCO2)c2ccc(Cl)cc21 (configuration not stated)	i	i	i	i	i	i	i	i	-14.8	i	i
40	CCOc1ccc(C(=O)N2CCn3c2nc2ccccc23)cc1	i	i	i	i	i	i	i	i	-11.9	i	i
41	Cc1ccccc1N(CC(N)=O)S(C)(=O)=O	i	i	i	i	i	i	i	i	-12.0	i	i
42	COc1ccc(NC(=O)COc2coc(CN3CCN(c4ccccc4)CC3)cc2=O)cc1	i	i	i	i	i	i	i	i	-9.3	i	i
43	O=C(COC(=O)c1ccc(Br)cc1)NCCN1C(=O)CSC1=O	i	i	i	i	i	i	i	i	7.3*	i	i
44	Cc1cc(C(=O)NCCCN2CCOCC2)n(-c2ccccc2)n1	i	i	i	i	i	i	i	i	-6.9	i	i
45	CCC(=O)Nc1cccc(-c2nc3ccccc3c(=O)o2)c1	i	i	i	i	i	i	i	i	-9.1	i	i
46	COc1cccc(NC(C)C(=O)Nc2cc([N+](=O)[O-])ccc2Cl)c1 (configuration not stated)	i	i	i	i	i	i	i	i	-8.4	i	i
47	Cc1ccc(-c2cc(C(=O)NCCCn3ccnc3)no2)cc1	i	i	i	i	i	i	i	i	-16.6	i	i
48	CN(CCC1CCOCC1)C(=O)CC1C(=O)NCCN1Cc1ccoc1 (configuration not stated)	i	i	i	i	i	i	i	i	-2.5	i	i
49	CC(C)n1nnc2ccccc2c1=O	i	i	i	i	i	i	i	i	-12.6	i	i
50	C[C@@H]1NC(=O)N(c2ccc(F)cc2)C1=O	i	i	i	i	i	i	i	i	-3.4	i	i
51	Cc1ccc(Cl)c2c1NC(=O)C2(O)CC(=O)c1ccc(Br)cc1 (configuration not stated)	i	.	i	i	i	i	i	i	-10.4	i	i
52	O=c1cc(NS(=O)(=O)c2ccccc2)nc(SCc2ccccc2Cl)[nH]1	i	i	i	i	i	i	i	i	-7.7	i	i
53	COc1ccc2oc(C(=O)OCC(=O)NC3(C#N)CCCC3)c(C)c2c1	i	i	i	i	i	i	i	i	-11.4	i	i
54	O=C(NC1CCCCC1)C1CN(S(=O)(=O)c2ccccc2)CCN1S(=O)(=O)c1ccccc1 (configuration not stated)	i	i	i	i	i	i	i	i	-0.9	i	i
55	c1ccc(C2(Cn3ccc4ccccc43)OCCO2)cc1	i	i	i	i	i	i	i	i	-8.8	i	i
56	Cc1ccc(NC(=O)Cn2ccsc2=N)cc1S(=O)(=O)N(C)C	i	i	i	i	i	i	i	i	-8.3	i	i
57	COC(=O)CSc1nc(C)c(C(C)=O)cc1C#N	i	i	i	i	i	i	i	i	-10.8	i	i
58	CCC(=O)N1CCc2cc(S(=O)(=O)N3CCCCC3CC)ccc21 (configuration not stated)	i	i	i	i	i	i	i	i	-6.7	i	i
59	Cc1cc(C)n2nc(CC(=O)NC3CCCC(C)C3C)nc2n1 (configuration not stated)	i	i	i	i	i	i	i	i	-6.5	i	i
60	COc1ccc(C(CNC(=O)C(=O)NC2CCCC2)N2CCN(C)CC2)cc1 (configuration not stated)	i	i	i	i	i	i	i	i	-11.7	i	i
61	Clc1ccc(OCCN2CCN(c3ncnc4sccc34)CC2)cc1	i	i	i	i	i	i	i	i	-32.8	12*	100*
62	CCOC(=O)C(C)Sc1nnc(Cc2cc(=O)[nH]c(=O)[nH]2)n1-c1ccc(Cl)cc1 (configuration not stated)	i	i	i	i	i	i	i	i	-1.5	i	i
